TDP1 block – qHTS Assay for Inhibitors of Tyrosyl-DNA Phosphodiesterase (TDP1); Tyrosyl-DNA phosphodiesterase 1 (Homo sapiens), Q9NUW8; recombinant TDP1, AlphaScreen DNA substrate cleavage; Potency, µM (highest dose often 130 µM), for inactives: at the top dose activity change, negative = inhibition, hits mostly inhibitors; 350,000 compounds, 0.28% hits; also: nearly all actives have a fitted effect of over 40% in size
Target sequence (Q9NUW8 whole entry, looked up): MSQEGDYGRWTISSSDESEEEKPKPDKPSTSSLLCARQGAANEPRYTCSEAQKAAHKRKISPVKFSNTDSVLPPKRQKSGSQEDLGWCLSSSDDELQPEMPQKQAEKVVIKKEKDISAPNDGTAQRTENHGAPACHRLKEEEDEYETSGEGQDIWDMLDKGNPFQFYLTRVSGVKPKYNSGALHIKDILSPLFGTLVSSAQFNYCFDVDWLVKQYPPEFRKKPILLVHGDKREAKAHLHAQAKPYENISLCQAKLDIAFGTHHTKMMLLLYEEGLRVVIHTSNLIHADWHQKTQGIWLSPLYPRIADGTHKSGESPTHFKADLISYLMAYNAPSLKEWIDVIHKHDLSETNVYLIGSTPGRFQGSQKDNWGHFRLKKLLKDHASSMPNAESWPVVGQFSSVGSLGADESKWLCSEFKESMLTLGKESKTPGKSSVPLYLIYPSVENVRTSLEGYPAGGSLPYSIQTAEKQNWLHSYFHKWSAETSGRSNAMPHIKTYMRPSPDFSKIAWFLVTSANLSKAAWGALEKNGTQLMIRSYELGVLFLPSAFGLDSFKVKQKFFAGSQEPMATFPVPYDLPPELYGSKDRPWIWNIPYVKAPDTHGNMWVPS
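Steps: enzyme plus compound, 15 min RT; add biotin/phosphotyrosine-FITC oligonucleotide (15 nM final), react 5 min; add donor/acceptor beads (10 ug/ml final), 10 min; read AlphaScreen. Tdp1 at 1 nM final.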
N370S GC mod – qHTS Assay for Inhibitors and Activators of N370S glucocerebrosidase as a Potential Chaperone Treatment of Gaucher Disease; Lysosomal acid glucosylceramidase (Homo sapiens), P04062; N370S GC spleen homogenate, 4MU-glucoside fluorescence; Potency, µM (highest dose often 59.4 µM), for inactives: at the top dose activity change, negative = inhibition, hits mostly inhibitors; 330,000 compounds, 0.092% hits; AID 2101, 2009;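 also: 0% = full enzyme activity and -100% = no enzyme basal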
DT40 TDP1 no CPT – qHTS for Inhibitors of human tyrosyl-DNA phosphodiesterase 1 (TDP1): qHTS in cells in absence of CPT; 420,000 compounds, 15% hits; Potency, µM (titrated, usually from 46.2 µM), for inactives: at the highest dose activity change, negative = growth inhibition, hits mostly inhibitors; DT40 Tdp1-/- hTDP1 cells, no CPT, ATP luminescence, 48 h; AID 686978, 2013; also: nearly all actives have a fitted effect of over 55% in size
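Chicken DT40 Tdp1-/- cells stably complemented with human TDP1 were seeded at 400 cells/well with DMSO in place of 20 nM camptothecin. After compound pinning, cells grew at least 48 hr at 37 °C; viability read by CellTiter-Glo luminescence.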
* marks the source's active call; other numbers are inactive results; ? = inconclusive; nt = no result given; & = joins results of further samples; [ ] = dose if it differs, or a comment. Calls follow the shape of the dose curve; as a rule, active = well fitted curve in the direction sought with a large enough effect; inconclusive = small, poorly fitted or top-dose-only effect, or another doubt; inactive = no such curve, though single readings can be large; an effect the other way counts as inactive or inconclusive. Unless noted, % is scaled to controls: 0 for no effect and ±100 for the full control effect; potency is read from the fitted curve at half-maximal effect.

Values run as follows: TDP1 block | N370S GC mod | DT40 TDP1 no CPT
Nc1cccc(Cl)c1N1CCOCC1
 : -6% | -8% | -20%
C[C@H]1CCC(=O)N([C@H](CC#N)Cc2ccccc2)CC1
 : nt | -8% | -10%&0%
Cc1ccc(N(CC(=O)NCc2ccccc2Cl)S(=O)(=O)c2c(C)noc2C)cc1
 : 1% | -5% | ?
COc1cc(NC(=O)C2CCC(=O)N2S(=O)(=O)c2ccc(C)cc2)cc(OC)c1 (stereo not given)
 : 2% | 14% | -20%
Cc1ccc(NC(=O)COC(=O)CN2C(=O)c3ccccc3C2=O)cc1S(=O)(=O)N(C)C
 : 3% | 8% | -8%
Cc1ccc(SCc2cc(=O)[nH]c(Nc3nc(C)c4ccccc4n3)n2)cc1
 : 5% | -2% | ?
O=C(NCc1cn2ccccc2n1)c1ccc2c(c1)OCO2
 : 0% | 1% | -17%
Cc1ccc(Nc2nc(Cl)c(C=O)s2)cc1
 : 3% | -3% | 23µM*
Cc1ccc(S(=O)(=O)N2CCN(C(=O)Cn3nc(C)c([N+](=O)[O-])c3C)CC2)cc1
 : 0% | nt | -7%
Cc1cnc(C(=O)Oc2c(C)ccc(C)c2C)cn1
 : 0% | -4% | 3%
COc1cc(C=O)c(Br)cc1OCc1ccc(C)cc1
 : 2% | 12% | -23%
N#Cc1c2c(c(-n3cnc4ccccc43)n3c1nc1ccccc13)CCC2
 : 6% | 11% | ?
Cc1ccc(SCC(=O)NC(=O)NCCC(C)C)c(C)c1
 : -10% | 2% | -2%
O=C1c2ccccc2C(=O)c2c(O)ccc(O)c21
 : 14% | 8% | -10%[9.04 µM]
Cc1nc2c(C)cccc2c2c1CCS2
 : nt | -2% | -26%
Cc1ccc(-c2cc(-c3ccccc3)nc(N(C)N)n2)cc1
 : nt | 7% | ?
Cc1ccc2[nH]c(=O)c(CN(Cc3cccnc3)Cc3nnnn3CC3CCCO3)cc2c1 (stereo not given)
 : 2% | -11% | 25%
CCOC(=O)CCc1c(C)c2cc3c(c(C)c2oc1=O)OCN(CCc1ccccc1OC)C3
 : 5% | nt | ?
COc1ccc([C@H]2CC(=O)C=C(c3ccc(Cl)c(Cl)c3)C2)cc1
 : 0% | nt | -8%
Cc1cccc(S(=O)(=O)CC(=O)Nc2nc(-c3ccccc3)cs2)c1
 : 9% | -2% | ?
O=C(NC(=S)NCCc1ccccc1)c1ccccc1
 : 7% | 22% | -19%
COCc1cc(C)n(CC(=O)Nc2ccc3c(c2)OCO3)c(=O)c1C#N
 : 4% | 1% | ?
O=S(=O)(c1cccc(-c2nc3ccccc3s2)c1)N1CCOCC1
 : 6% | 0% | -18%
N/C(=N\OC(=O)CCCOc1ccccc1)c1cccc(Br)c1
 : nt | -15% | -8%
CC1(C)C(=O)CC[C@]2(C)C3C(=O)C=C4[C@H]5C[C@@](C)(C(=O)O)CC[C@]5(C)CC[C@]4(C)[C@]3(C)CC[C@@H]12 (stereo not given in full)
 : -13% | -1% | -11%
COc1ccc(NC(=O)CN(C)C(=O)c2cc(-c3ccc(OC)cc3)nc3ccccc23)cc1
 : nt | 5% | ?
CCN(CC)CCCNc1nc2ccccc2c2nc(-c3ccncc3)nn12
 : nt | -15% | 21µM*
O=C(Nc1ncccc1O)c1ccc(S(=O)(=O)Nc2ccccc2)cc1
 : nt | -3% | 5.2µM*
CCc1ccc(NC(=O)Cc2c(C(=O)O)n(C)c3ccccc23)cc1
 : 2% | 3% | 1%
CC(C)N(C(=O)CSc1nnc(NC(=O)C2CCC2)s1)C(C)C
 : 8% | 0% | -9%
COc1ccc(-c2ccc(-c3nnc(-c4cc(OC)ccc4OC)o3)cc2)cc1
 : 2% | 14% | -21%
CC(C)(C)c1ccc(/C=C/C(=O)NC2CCS(=O)(=O)C2)cc1 (stereo not given)
 : 3% | 13% | ?
CC(C)c1ccccc1NC(=O)COC(=O)c1c2c(nc3ccccc13)CCN(Cc1ccccc1)C2
 : 4% | -18% | 10µM*
O=C(/C(=C(\[O-])c1ccccc1)[n+]1ccc2ccccc2c1)c1ccc(Cl)cc1
 : 5% | 14% | -5%
O=C(Nc1ccccc1-c1nc2ccccc2s1)C1=COCCO1
 : 4% | 14% | ?
Cc1cc(-n2c(C)cc(C(=O)CN3C(=O)NC4(CCCC4)C3=O)c2C)no1
 : 8% | 3% | -8%
CC(C)(C)OC(=O)N1CCC(c2c(C(=O)NCC3CCN(C4CCCC4)C3)cnn2-c2ccc(F)cc2)CC1 (stereo not given)
 : 0% | -9% | ?
C[C@@H]1COC(=O)[C@H](Cc2ccc(F)cc2)CC/C=C\C[C@@H](CC(=O)NCCO)C(=O)N1
 : 0% | nt | -6%
Cc1cccc(CS(=O)(=O)Cc2ccc(C(=O)NCCCN3CCCC3)o2)c1
 : 3% | 19% | -10%
O=C(O)C1CCCCC1C(=O)NC1C2CC3CC(C2)CC1C3 (stereo not given)
 : nt | -9% | -13%
CC(C)Cc1nnc(NC(=O)C2=COCCO2)s1
 : 2% | nt | 21%
Cc1c(NC(=O)COC(=O)c2cc3c4ccccc4n(C)c3s2)c(=O)n(-c2ccccc2)n1C
 : 8% | -15% | -30%
CCN(CC(=O)NCc1cccs1)CC(=O)Nc1ccccc1C
 : 3% | nt | -24%
C[C@@H]1C(=O)O[C@@H]2[C@H](O)C34[C@H]5C[C@@H](C(C)(C)C)C36[C@H](OC(=O)[C@@H]6O)OC4(C(=O)O5)[C@@]12O (stereo not given in full)
 : -5% | -4% | -5%
COc1ccc(CCNc2nc(C)nc3c2nnn3Cc2ccccc2)cc1
 : nt | 2% | -22%
O=C(N/N=C/c1ccccc1)c1n[nH]c2c1CCCC2
 : 5% | -6% | ?
CC(=NNC(=O)CSc1nc2ccccc2o1)c1ccco1
 : 0% | nt | 3%
CCCCc1nc2ccccc2c(=O)n1NC(=O)c1c(O)c2cccc3c2n(c1=O)CC3
 : -5% | 14%[2.35 µM] | ?
CCC(=O)N1CCc2cc(Br)cc(S(=O)(=O)NCC3CCCN3CC)c21 (stereo not given)
 : 5% | 4% | -8%
O=C(NCCCn1ccnc1)c1cc(S(=O)(=O)N2CCOCC2)c(Cl)cc1Cl
 : 7% | -9% | -24%
Cc1cccc(NC(=O)Cn2c(=O)c3cccn3c3ccccc32)c1C
 : 3% | nt | -6%
N#Cc1ccccc1NC(=O)c1ccc2c(Cl)c3c(nc2c1)CCCC3
 : 4% | 11% | ?
O=C(COc1ccccc1[N+](=O)[O-])Nc1ccc2c(c1)OCO2
 : 3% | ? | -12%
Cc1ccc(OCC(=O)NC(=S)Nc2cccc(NC(=O)c3ccccc3Cl)c2)cc1
 : -3% | 2% | ?
O=C(CCN1CCOCC1)Nc1cccc(Br)c1
 : 5% | -6% | -3%
CCOC(=O)c1cc(-c2cccnc2)nn1-c1ccccn1
 : 0% | 2% | -10%
COc1cc(/C=C(\C#N)C(=O)NCC2CCCO2)ccc1OCCC(C)C (stereo not given)
 : 3% | 6% | 16µM*
COc1ccccc1NC(=O)CSc1nnc(CNC(=O)c2ccco2)o1
 : 0% | 6% | -8%
Cc1ccc(C)c2sc(NC(=O)c3ccc(S(=O)(=O)N4CCC(C)CC4)cc3)nc12
 : 5% | nt | 16µM*
Cc1[nH]c2ccc(F)cc2c1CCN(Cc1cccnc1)C(=S)Nc1cccc(F)c1
 : 6% | -6% | -54%

Going on with the list:
Values run as follows: TDP1 block | N370S GC mod | DT40 TDP1 no CPT
COc1ccccc1-c1cc(C(=O)N2CCCCC2)no1
 : 4% | 5% | ?
Cc1c(NS(=O)(=O)c2cc(C(=O)N3CCCC(C)C3)ccc2Cl)c(=O)n(-c2ccccc2)n1C (stereo not given)
 : 0% | nt | 0%
S=C(Nc1ccccc1)Nc1ccc2cn[nH]c2c1
 : 0% | -16% | -12%
O=C(Nc1nc2ccc(Cl)cc2s1)c1cccc(N2C(=O)CCC2=O)c1
 : 4% | 2% | -17%
COc1cccc(-c2nc(CS(=O)(=O)CC(=O)NCCCN3C(C)CCCC3C)c(C)o2)c1 (stereo not given)
 : 6% | -5% | 2%
CCCC(=NC(C)CC)C1=C(O)CC(c2ccccc2)CC1=O (stereo not given)
 : 1% | 0% | ?
CC(C)(C)c1ccc(O)c(N=Cc2cc3c(cc2[N+](=O)[O-])OCO3)c1
 : nt | 2% | 16µM*
CN(C(=O)COC(=O)c1cccc(NS(=O)(=O)c2ccc(F)c(F)c2)c1)C1CCS(=O)(=O)C1 (stereo not given)
 : -5% | -5% | ?
COc1ccc(Cl)cc1N1C(=O)/C(=C\c2sccc2C)N=C1SCC(=O)NC1CC1
 : 8% | -4% | 16µM*
CN(Cc1ccccc1)C(=O)C1CCN(S(C)(=O)=O)CC1
 : 2% | -2% | -1%
COC(=O)c1cccc(CSC(=S)N2CCCC2)c1
 : nt | -9% | ?
Cc1ccc(SCC(=O)N/N=C/c2ccco2)cc1
 : 0% | -1% | -24%
O=S(=O)(c1ccc(Br)cc1)c1cnc2ccccc2n1
 : 2% | 8% | ?
Cc1ccccc1NC(=O)NC(N)=O
 : -2% | -10% | 7%
Cc1c(C)c2c(OCC(=O)NCc3cccnc3)cc3c(c2oc1=O)CCC(C)(C)O3
 : nt | -9% | -10%
CCC(O)CNc1nc(SC)nc2sc3c(c12)CCN(C)C3 (stereo not given)
 : 3% | ? | -22%
Cc1ccc(C(=O)O)cc1N1CCCC1=O
 : 6% | -16% | -14%
N#C/C(=C\c1cccc(F)c1)c1nc(-c2cc3ccccc3oc2=O)cs1
 : -1%[12.3 µM] | nt | -8%
C=CCn1nc2ccccc2c1OCCO
 : -3% | -15% | 6%
CO/C=C\C=C/c1nnn(-c2ccc(Cl)cc2)n1
 : 5% | -7% | 23µM*
Cc1ccc(N/N=C/c2c(C)c(C#N)c(=O)n(C)c2O)cc1C
 : -1% | 4% | ?
CCOc1ccccc1N(CC(=O)Nc1ccccc1C(=O)N1CCOCC1)S(C)(=O)=O
 : 0% | -20% | 1%
COc1cc(CN2CCC(Oc3cc(C(=O)NC4CC4)ccc3OC)CC2)cc(OC)c1
 : 2% | -9% | 19%
CC(C)c1ccc(S(=O)(=O)N2CCN(C(=O)CN3C(=O)c4ccccc4C3=O)CC2)cc1
 : -3% | nt | 0%
COC(=O)[C@@H]1C[C@@]2(O)[C@@H](O)[C@@H](O)[C@@H](O)C[C@H]2N1CC1CCCCC1
 : 4%&0% | 1%&7% | -2%
CC(C)(C)NC(=O)CSc1nc2cc(S(=O)(=O)N3CCCCC3)ccc2o1
 : 0% | nt | ?
CCN1CCN(c2cc(C)c3cc(NC(=O)CCC(=O)Nc4ccc(OC)c(OC)c4)ccc3n2)CC1
 : nt | ? | -23%
CCCOc1ccc(NC(=O)CC2C(=O)N(c3ccccc3)C(=O)N2CCC(C)C)cc1 (stereo not given)
 : 3% | nt | 15µM*
Cc1c(Cl)cccc1NC(=O)CN1C(=O)CCn2nc(-c3cccn3C)cc21
 : 10% | nt | -24%
O=C(c1cc(-c2ccccc2)on1)N1CCCC1
 : 4% | 5% | -17%
O=C(COC(=O)[C@H](Cc1ccccc1)NC(=O)c1ccco1)Nc1ccccc1
 : 0% | nt | 9%
CC1(CC(=O)O)C(=O)N=C2C=CC=CN21 (stereo not given)
 : -2% | 6% | -8%
O=C(CCC1CCCC1)N1CCN(S(=O)(=O)Cc2ccccc2)CC1
 : 6% | -13% | ?
Cc1cc(C)nc(Nc2n[nH]c(-c3ccccc3Cl)n2)n1
 : -1% | 10% | -18%
CC1CCN(C(=O)c2ccc3c(=O)n4c(nc3c2)CCCCC4)CC1
 : 5% | 2% | 1%
CCCc1cc(=O)[nH]c2nnc(SCC(=O)NC3CCCCC3)n12
 : nt | 0% | -5%
Cc1ccc(-c2nnn(CC(=O)N(c3cccc(O)c3)C(C(=O)NC(C)(C)C)c3cccs3)n2)o1 (stereo not given)
 : 0% | 5% | ?
CCNC(=S)NNC(=O)c1cc(-c2ccccc2C)nc2ccccc12
 : 1% | -1% | -29%
Oc1cccc(C2c3[nH]c4ccccc4c3CCN2Cc2ccoc2)c1 (stereo not given)
 : 0% | 3% | -25%
COc1ccc(CCNC(=O)C2CCN(c3nccc(C)n3)CC2)cc1
 : -4% | -6% | ?

Three entries out of the list, ordered by SMILES length, rising:
Values run as follows: TDP1 block | N370S GC mod | DT40 TDP1 no CPT
CCNC(=S)NNC(=O)c1cc(-c2ccccc2C)nc2ccccc12
 : 1% | -1% | -29%
O=C(CCC1CCCC1)N1CCN(S(=O)(=O)Cc2ccccc2)CC1
 : 6% | -13% | ?
Cc1ccc(-c2nnn(CC(=O)N(c3cccc(O)c3)C(C(=O)NC(C)(C)C)c3cccs3)n2)o1 (stereo not given)
 : 0% | 5% | ?

Source: PubChem

Not all compounds are listed. The share of hits here may be higher or lower than overall.
